Bioassay records (PubChem)
GRIN3A LBD mod: binders of NR3A ligand-binding domain, primary screen, biophysical, differential scanning fluorimetry, uHTS; NR3A LBD differential scanning fluorimetry, Tm shift; 0% = protein alone, 100% = glycine-bound protein; actives 2.5% (n = 340,000); Glutamate receptor ionotropic, NMDA 3A (GRIN3A) ligand-binding domain; Tm shift relative to glycine control, % at 25 µM;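 active means melting temperature shift of at least 10% of the positive control shift, at one fixed dose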
APJ antag: antagonists of human apelin receptor APJ, primary screen, CHO-K1 cells, beta-arrestin complementation, luminescence | inhibition, % at 20 µM | actives 0.32% (n = 330,000) | AID 2521, 2010;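 active means inhibition above about 40% at 20 µM, limit read from the data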;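 further: cells challenged with 10 nM apelin-13 agonist together with compound; plate controls were apelin-13 plus DMSO wells for no effect and DMSO wells lacking apelin-13 for full effect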
Target sequence (P35414 whole entry, looked up): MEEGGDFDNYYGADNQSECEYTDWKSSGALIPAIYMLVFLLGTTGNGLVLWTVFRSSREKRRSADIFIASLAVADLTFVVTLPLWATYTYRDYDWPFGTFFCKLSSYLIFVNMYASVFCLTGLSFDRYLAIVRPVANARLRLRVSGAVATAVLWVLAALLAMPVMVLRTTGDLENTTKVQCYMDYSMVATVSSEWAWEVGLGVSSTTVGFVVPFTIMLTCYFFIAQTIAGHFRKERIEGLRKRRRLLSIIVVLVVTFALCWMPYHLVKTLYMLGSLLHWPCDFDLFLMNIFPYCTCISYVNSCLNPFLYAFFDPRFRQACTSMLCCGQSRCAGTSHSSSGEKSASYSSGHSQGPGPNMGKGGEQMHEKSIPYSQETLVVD
MPTP block: mitochondrial permeability transition pore inhibitors, primary screen, biochemical, isolated mouse mitochondria, absorbance; inhibition, % at 10 µM; actives 1.4% (n = 360,000); Ca2+ swelling absorbance, 30 min;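 active means inhibition of 50% or more, scaled per plate between neutral and stimulator controls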;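 further: 0% = DMSO wells given calcium and 100% = 1 mM EGTA wells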
beta cell repl: inducers of MIN6 beta-cell proliferation, primary screen, ATP luminescence, uHTS; MIN6 cells proliferation, ATPlite luminescence, 48 h; cells starved in 0.2% serum; 100% = growth in 10% serum; proliferation, % at 10 µM; actives 0.29% (n = 330,000); AID 2380, 2010;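 active means compounds whose signal lies at least 3.5 SD above the mean of all wells on their plate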;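 further: 0% = DMSO-treated cells in low-serum medium and 100% = 10% serum control; some compounds called inactive have numbers as strong as hits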
tim23-1 inh: growth inhibitors of tim23-1 mutant yeast, primary screen, luminescence, uHTS; S. cerevisiae tim23-1 growth, BacTiter-Glo luminescence, 24 h; inhibition, % at 20 µM; actives 1.3% (n = 330,000); AID 463212, 2010;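 active means growth inhibition of the mutant yeast at or above 50%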;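 further: temperature-sensitive mutant grown at 25 °C; plate controls were DMSO-treated mutant yeast for no effect and medium wells lacking yeast for full effect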
NLRP3 yeast inh: NALP3 inflammasome inhibitors in reconstituted yeast, primary screen, luminescence, uHTS | Yeast reconstituted NLRP3/ASC/caspase-1, beta-gal luminescence, 24 h | inhibition, % at 10 µM | actives 0.39% (n = 330,000);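 active means inhibition of 50% or more; inactive means inhibition below 50%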;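 further: plate controls were induced DMSO wells for no effect and uninduced yeast grown without galactose for full effect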
APJ agonist: agonists of human apelin receptor APJ, primary screen, CHO-K1 cells, PathHunter beta-arrestin, luminescence | P35414 | actives 0.11% (n = 330,000) | AID 2520, 2010 | 0% DMSO wells, 100% apelin | activation, % at 20 µM;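 active means activation more than six SD over the plate average, tested at 20 µM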;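 further: 0% = DMSO alone and 100% = apelin-13 at 10 nM; some results filed as inactive read as strong as hits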
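Incubation: overnight seeding, 90 min compound at 25 °C, 1 h detection; test system: PathHunter CHO-K1 APJ (AGTRL-1) beta-arrestin reporter cells; amount: 1000 cells/well; doses: one dose, 20 µM compound, 1% DMSO; measured by: beta-gal luminescence; measure: agonist-driven arrestin binding to APJ; benchmarks: negative DMSO alone, positive Apelin-13 at 10 nM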
TIM10 inh: growth inhibitors of isogenic TIM10 control yeast, primary screen, counter-screen for tim10-1 yeast inhibitor project, luminescence, uHTS. S. cerevisiae TIM10 strain growth, BacTiter-Glo luminescence, 24 h. inhibition, % at 10 µM. actives 1.4% (n = 330,000);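 active means inhibition of 40% or more at the single tested concentration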;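 further: wild-type TIM10 isogenic control strain grown at permissive 25 °C; 0% = DMSO yeast wells and 100% = minimal medium wells without yeast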
tim10-1 inh: growth inhibitors of tim10-1 mutant yeast, primary screen, luminescence, uHTS; actives 2.2% (n = 330,000); S. cerevisiae tim10-1 ts strain growth, BacTiter-Glo, 24 h; inhibition, % at 20 µM;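 active means inhibition of at least 40%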;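 further: mutant grown at 25 °C; 0% = DMSO wells with yeast and 100% = wells holding no yeast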
The depositor's hits bear a star.

SMILES | GRIN3A LBD mod | APJ antag | MPTP block | beta cell repl | tim23-1 inh | NLRP3 yeast inh | APJ agonist | TIM10 inh | tim10-1 inh
COc1cc2cc(C(=O)N(C)C3CCS(=O)(=O)C3)[nH]c2cc1OC (stereo unspecified) | 1 | 2 | -0.1 | -3 | -13 | 7 | 0 | -5 | 0
COc1ccc(Cl)cc1NC(=O)CCn1cnc2ccccc2c1=O | 2 | -7 | -4.8 | -2 | 11 | 25 | -1 | 3 | 20
CCOc1ccc(OCCCC(=O)N(CC)CC(=O)Nc2c(F)cccc2F)cc1 | 2 | 18 | -0.8 | -3 | 25 | 7 | -3 | 21 | 27
Cn1c(=O)c2[nH]c(-c3cccnc3)nc2n(C)c1=O | 1 | 4 | -0.9 | 0 | -3 | -9 | -3 | 2 | 5
Cc1cc(C)c(C#N)c(N2CCN(Cc3ccc4c(c3)OCO4)CC2)n1 | -2 | 6 | 0.6 | 0 | 15 | 8 | -2 | 15 | 21
COc1ccc(C)cc1N(C)C(=O)Cc1c(C(=O)O)n(C)c2ccccc12 | -2 | 7 | -0.6 | 0 | 20 | 12 | -1 | 18 | 19
Cc1ccc(OCC(=O)N/N=C2\CCOc3c(C)cccc32)cc1 | 2 | 8 | 1.4 | -1 | 26 | 21 | 0 | 26 | 15
CCC(=O)N1CCc2cc(S(=O)(=O)CCC(=O)NCc3ccc(C)cc3)ccc21 | -3 | 11 | 0.0 | -2 | 9 | -2 | -5 | 1 | 17
COc1ccc(C)cc1NC(=O)CN1C(=O)COc2ccc(S(=O)(=O)N3CCOCC3)cc21 | -2 | -33 | -1.2 | -5 | 11 | 5 | 5 | 1 | 19
Cc1cccc(NC(=O)CSc2nnc(C)c(=O)n2N)c1C | 3 | 1 | -0.3 | 0 | 2 | 0 | 0 | 7 | 7
CCc1nc(N)c(C#N)c(-c2ccncc2)c1C | -2 | 10 | -0.7 | -1 | 15 | 10 | 0 | -16 | 15
CC(C)(C)c1ccc(C(=O)OCC(=O)NC2CC2)cc1 | 2 | -4 | 0.3 | -2 | 15 | 31 | 3 | 8 | 29
CC1CN(C(=O)COC(=O)c2ccc(C#N)cc2)CC(C)O1 (stereo unspecified) | 0 | -16 | -0.4 | -1 | 1 | 11 | -1 | 9 | -18
CCN(C(=O)COC(=O)CNS(=O)(=O)c1ccccc1)c1ccccc1 | -2 | 1 | -1.5 | 3 | 3 | 1 | -2 | -3 | 3
COc1ccccc1N1CCN(C(=O)c2c(-c3c(F)cccc3Cl)noc2C)CC1 | -2 | -34 | 0.5 | 1 | 15 | 1 | -3 | 11 | 21
Cc1[nH]c2ccccc2c1C(=O)C(=O)N(C)C1CCCCC1 | 0 | -1 | 1.2 | 1 | 22 | 11 | 4 | 17 | 20
O=C(N/N=C/c1ccccn1)c1c[nH]c2ccccc12 | 4 | 8 | 2.3 | -2 | -12 | 23 | 4 | 6 | -14
O=C(NC1CCCC1)C1CCN(S(=O)(=O)c2ccccc2)CC1 | 2 | -4 | 2.1 | -1 | -5 | -2 | -3 | -6 | -5
CCSc1nc(N2CCOCC2)c2c(c1C#N)CC(C)(C)N(C)C2 | 1 | -15 | -0.8 | -2 | -6 | 11 | -1 | 2 | 9
O=C(COc1ccccc1Cl)N1CCN(C(=O)c2ccco2)CC1 | -1 | 28 | 0.6 | 2 | -5 | 6 | -2 | 3 | -1
COc1ccc(OC)c(NC(=O)N2CCCC(CNS(=O)(=O)c3cccs3)C2)c1 (stereo unspecified) | 1 | -14 | -1.6 | 0 | 21 | 16 | -3 | -1 | 8
COCC(=O)N1CCN(c2ccc([N+](=O)[O-])cc2)CC1 | -2 | 6 | 0.6 | -1 | -7 | 19 | -2 | -1 | -6
Cc1ccc(C(C)C)c(OCCN2C(=O)NC(C)(C)C2=O)c1 | 2 | 9 | 3.1 | -1 | 6 | 12 | -4 | 5 | 15
Cc1ccccc1OCCc1c(C)[nH]c(=S)[nH]c1=O | -1 | -17 | -0.8 | -3 | 8 | 15 | -1 | 15 | 0
O=C(Cc1cccs1)Nc1ccccc1NC(=O)Cc1cccs1 | 0 | 22 | -4.2 | 0 | -5 | 14 | -2 | -4 | 4
CCCOC(=O)C1=C(C)NC2=C(C(=O)CC(C)(C)C2)C1c1ccc(N(C)C)cc1 (stereo unspecified) | -1 | 8 | 0.2 | -1 | 17 | 7 | 3 | 7 | 12
Cc1cccc(N2CCN(C(=O)C3CCN(S(=O)(=O)c4cccc5nsnc45)CC3)CC2C)c1 (stereo unspecified) | 1 | -16 | 0.1 | 1 | 4 | 7 | 5 | 10 | 40*
Cc1cc2oc3c(c(=O)c2cc1C)C(c1ccc(F)cc1)N(CCCN1CCOCC1)C3=O (stereo unspecified) | -1 | 7 | 0.9 | 0 | 9 | 12 | 2 | 8 | 3
CCOc1ccc(NC(=O)CC2C(=O)N(c3ccccc3)C(=O)N2CCc2cccs2)cc1 (stereo unspecified) | -15 | -1 | 1.1 | 0 | 23 | -8 | 4 | 16 | 25
Cn1c(SCC(=O)N2CCOCC2)nnc1-c1ccncc1 | 2 | 1 | 1.3 | -1 | -1 | 9 | 1 | -21 | 3

Part of the list above in order of count of non-hydrogen atoms, low to high.
SMILES | GRIN3A LBD mod | APJ antag | MPTP block | beta cell repl | tim23-1 inh | NLRP3 yeast inh | APJ agonist | TIM10 inh | tim10-1 inh
Cn1c(SCC(=O)N2CCOCC2)nnc1-c1ccncc1 | 2 | 1 | 1.3 | -1 | -1 | 9 | 1 | -21 | 3
COc1ccc(OC)c(NC(=O)N2CCCC(CNS(=O)(=O)c3cccs3)C2)c1 (stereo unspecified) | 1 | -14 | -1.6 | 0 | 21 | 16 | -3 | -1 | 8
CCOc1ccc(NC(=O)CC2C(=O)N(c3ccccc3)C(=O)N2CCc2cccs2)cc1 (stereo unspecified) | -15 | -1 | 1.1 | 0 | 23 | -8 | 4 | 16 | 25

The list continues.
SMILES | GRIN3A LBD mod | APJ antag | MPTP block | beta cell repl | tim23-1 inh | NLRP3 yeast inh | APJ agonist | TIM10 inh | tim10-1 inh
O=C(NCc1ccc2c(c1)OCO2)Nc1cccc2ccccc12 | 0 | 1 | 1.5 | -1 | -9 | 13 | -3 | -4 | -1
CCc1nnc(NC(=O)CSc2nnc(CSc3nc(C)cc(C)n3)o2)s1 | 2 | -2 | -0.1 | -3 | -2 | 10 | 2 | 4 | -4
COc1ccc(C(=O)N2CCC(n3nccc3NC(=O)C3CC3)CC2)c(OC)c1OC | -6 | 14 | 0.4 | -1 | 1 | 20 | -4 | -4 | -6
O=C(Nc1ccc(N2CCOCC2)cc1)C1(c2ccc(Cl)cc2)CCC1 | -4 | -13 | 1.8 | -2 | 15 | 17 | -6 | 8 | 13
O=C(CN1CCN(c2ccccn2)CC1)NCCc1ccccc1 | 0 | 8 | -2.2 | -1 | 9 | 12 | -1 | -3 | 2
CON(C)C(=O)CC(CNC(=O)OC(C)(C)C)c1ccc(Cl)cc1 (stereo unspecified) | -1 | 1 | 0.6 | 0 | 17 | 20 | -1 | 13 | 23
CCN(C[C@H]1N[C@@](C)(C(=O)OC)[C@H]2C(=O)N(Cc3ccccc3)C(=O)[C@@H]12)C(=O)Nc1ccc(Cl)cc1 | 1 | -3 | -1.3 | 0 | 3 | 0 | 0 | 7 | 12
COc1ccc(C(=O)C2CCCN(C(=O)c3ccc(C(C)=O)s3)C2)c(C)c1 (stereo unspecified) | 0 | -1 | -0.2 | 1 | 25 | 16 | -1 | 2 | 13
CC(C)COC(=O)n1c(=O)oc2cc(S(=O)(=O)N3CCCCC3)ccc21 | 0 | -23 | 1.1 | 1 | 42 | 10 | -4 | 37 | 41*
COc1ccc(/C=N/Nc2cc(C)nc(N3CCOCC3)n2)cc1 | -1 | 8 | -0.1 | 3 | -2 | 24 | -2 | 15 | 10
Cc1nc2ccc(S(=O)(=O)Nc3cc(-c4nc5cccnc5s4)ccc3C)cc2s1 | 2 | -3 | 0.5 | -4 | 60* | 9 | 6 | 4 | 37
CC(C)CN(C(=O)COC(=O)c1ccccc1Sc1ccccc1C#N)C1CCS(=O)(=O)C1 (stereo unspecified) | 1 | 9 | 0.7 | 0 | -6 | 13 | -2 | -10 | -1
CCOc1ccc(C2c3[nH]c4ccccc4c3CCN2CCCn2cccn2)cc1 (stereo unspecified) | 0 | 21 | -0.4 | -5 | 16 | 24 | -3 | 0 | 11
COc1ccc(CN2CCNC(=O)C2CC(=O)O)c(OC)c1 (stereo unspecified) | 0 | -3 | -1.8 | -4 | -8 | 8 | -2 | 1 | 0
Cc1ccccc1CNC(=O)Cc1cccs1 | -3 | 3 | 0.0 | -2 | 2 | 11 | -4 | 6 | 9
CCN(CC)C(=O)CSc1nc(-c2cccs2)cc(-c2cccs2)c1C#N | -1 | -8 | -1.4 | -3 | 15 | 16 | -6 | 26 | 27
O=C(Nc1ccc2nc(-c3cccs3)c(-c3cccs3)nc2c1)NC1CC1 | 2 | -24 | 22 | -5 | 34 | -17 | 1 | 32 | 39
CC(=O)CSc1nc(N(C)C)nc(N(C)C)n1 | 1 | 1 | -1.0 | -3 | 6 | 23 | -5 | -3 | 9
Cc1cc(C(=O)NN=C2CC(=O)CC(C)(C)C2)c(C)o1 | 2 | 1 | -1.3 | -4 | 0 | 3 | 0 | -5 | -1
COc1cc(NS(=O)(=O)c2ccc(Nc3nc(-c4cccc([N+](=O)[O-])c4)cs3)cc2)nc(OC)n1 | 29* | 15 | -0.3 | -3 | 10 | -13 | -3 | -7 | -2
COc1ccc(-n2cnnc2SCC(=O)Nc2nc(C)c(Cl)cc2Cl)cc1 | 5 | 6 | -3.6 | -3 | 8 | -15 | -3 | -7 | 13
CC(=O)Nc1cccc(Cl)c1C(=O)O | 4 | 12 | -0.4 | -1 | 15 | -2 | -2 | 0 | -3
COc1ccc(-c2nnc(SCC(=O)N3CCN(c4ccccc4)CC3)o2)cc1OC | 2 | 18 | -2.4 | 1 | 12 | 14 | -4 | 6 | 17
CCOC(=O)C1CCN(C(=O)C2CCN(S(=O)(=O)CC)CC2)CC1 | 7 | 13 | 1.5 | -1 | 16 | 19 | -5 | 9 | 4
CCN(CC1CCCO1)C(=O)CCc1nnc(Cc2ccc3c(c2)OCO3)o1 (stereo unspecified) | 0 | 1 | -2.1 | -1 | -2 | 13 | -2 | -6 | -2
Cc1c(CNC2CCC(C)CC2)c(C(=O)O)c(C)n1Cc1ccccc1 (stereo unspecified) | 0 | 6 | -1.3 | 0 | 7 | 6 | -4 | 9 | 6
O=C(COC(=O)c1ccco1)Nc1ccc([N+](=O)[O-])cc1Cl | -2 | 8 | -1.3 | 1 | 4 | 21 | -2 | 4 | 3
Cc1ccccc1/C=N/Nc1ncnc2nc[nH]c12 | 0 | 3 | -0.1 | -1 | -5 | -9 | -3 | -18 | -12
O=C(CSc1nc(C(F)(F)F)cc(=O)[nH]1)N1CCC(Cc2ccccc2)CC1 | 13* | 16 | 2.8 | -1 | 6 | 16 | -3 | 3 | 7
O=C(CN1CCN(C(c2ccccc2)c2ccccc2)CC1)NC(=O)NCc1ccco1 | 0 | 4 | -0.2 | -6 | 9 | 15 | 3 | 28 | 25
